MT1-MMP txn act: MT1-MMP promoter reporter activation – cell-based, luciferase luminescence, primary screen; HT1080 MT1-MMP promoter luciferase reporter, overnight; hits give high values; activation factor at 10 µM; 0.16% of 86,000 active; AID 750, 2007;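 active means activation factor of at least 2 for MT1-MMP transcription at 10 µM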
ERa coact inh: ERα–SRC-1 coactivator interaction inhibitors, primary screen, biochemical, TR-FRET, ERα LBD, estradiol-bound; TR-FRET ER-alpha LBD / SRC-1 peptide; inhibition, % at 25.6 µM; 1.7% of 86,000 active; in the data active means inhibition above about 50%;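 further: 0% = receptor plus peptide control and 100% = peptide only without receptor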
Fibroblast inh: antiproliferative effect on LL 47 fibroblasts – human, LL 47 cells, CellTiter-Glo luminescence, primary screen | LL 47 human lung fibroblast viability, ATP luminescence; hits give low values | viability, % at 10 µM | 1.1% of 85,000 active | AID 719, 2007;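 active means viability at or below 50% in the single dose screen; inactive means viability above 50%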;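 further: compound exposure lasted 72 h before the ATP readout; 100% = median luminescence of untreated cell-only wells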
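material = human LL 47 lung fibroblast cells | dosing = compounds added from tenfold dosing solution, 0.1% DMSO final | timing = overnight cell rest, 72 h compound treatment at 37 °C | measured by = CellTiter-Glo luminescence measuring cellular ATP | evaluation = % viability versus median cells-only luminescence | control set = cell-only wells, no compound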
HUVEC inhibit: inhibitors of HUVEC proliferation, primary screen, cell-based, 384-well | AID 648, 2007 | CellTiter-Glo luminescence, 72 h; hits give low values | viability, % at 10 µM (by protocol) | 1.1% of 86,000 active;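 active means viability at or below 30%; inactive means viability above 30%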;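 further: 100% = median luminescence of DMSO-only cell control wells on each plate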
H69AR growth 86K: proliferation blockers of H69AR lung cancer cells, primary screen, cell-based, human, 86K library; H69AR lung tumor viability, ATP luminescence, 72 h; hits give low values; viability, % at 10 µM; 6% of 85,000 active;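 active means viability at or below 40%; inactive means viability above 40%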;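 further: multidrug resistant small cell line overexpressing MRP-1 efflux transporter; 100% = mean luminescence of untreated control wells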
Smad3 inh: Smad3/FoxH1 peptide binding inhibitors, primary screen, biochemical, TR-FRET | Mothers against decapentaplegic homolog 3 (Homo sapiens), P84022 | TR-FRET Smad3/Dy647-FoxH1 peptide binding, europium anti-His | inhibition, % at 25 µM | 0.29% of 88,000 active;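 active means compounds that reduce the energy-transfer binding signal between the protein and its labelled peptide by more than half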;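 further: 0% = Smad3 plus labelled peptide maximal FRET and 100% = peptide-only background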
ERb SRC1 inh: inhibitors of ERβ-SRC1 coactivator interaction, primary screen, biochemical, TR-FRET, ERβ LBD, SRC-1 peptide; 1.3% of 86,000 active; Estrogen receptor beta (Homo sapiens), Q92731; TR-FRET ER-beta LBD / SRC1-Cy5 peptide binding; receptor agonist-loaded with 1 µM estradiol; inhibition, % at 25.6 µM; AID 633, 2007;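 active means compounds whose percent inhibition of the receptor-coactivator binding signal exceeds about 50% in the single-dose screen, limit read from the data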;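 further: 0% = receptor plus peptide wells without compound and 100% = peptide-only wells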
ERa SRC1 pot: enhancers of ERα–SRC-1 coactivator binding, primary screen, biochemical, TR-FRET, ERα LBD, low estradiol; TR-FRET ERalpha-LBD/SRC-Cy5 coactivator binding, 2 h; 100 = basal binding, no effect; coactivator binding (% of control), % at 25.6 µM; 1.3% of 86,000 active; AID 639, 2007; in the data active means activity above about 200%;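 further: binding measured in presence of low estradiol as agonist stimulus; 0% = peptide alone without receptor and 100% = receptor with peptide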
CD11b adhes enh: enhancers of CD11b/CD18 adhesion to fibrinogen, primary screen, K562 cells, luminescence | 0.07% of 93,000 active | ATPlite luminescence | activation, % at 10 µM | Integrin beta-2 (Homo sapiens) + Integrin alpha-M (Homo sapiens), P05107+P11215 | AID 1499, 2009;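 active means 10 µM primary screen giving 50% or more activity, confirmed by 40% or more on retest at that dose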; further: strong numbers were not always called active
Target sequence (P05107 whole entry, looked up, other chains not shown): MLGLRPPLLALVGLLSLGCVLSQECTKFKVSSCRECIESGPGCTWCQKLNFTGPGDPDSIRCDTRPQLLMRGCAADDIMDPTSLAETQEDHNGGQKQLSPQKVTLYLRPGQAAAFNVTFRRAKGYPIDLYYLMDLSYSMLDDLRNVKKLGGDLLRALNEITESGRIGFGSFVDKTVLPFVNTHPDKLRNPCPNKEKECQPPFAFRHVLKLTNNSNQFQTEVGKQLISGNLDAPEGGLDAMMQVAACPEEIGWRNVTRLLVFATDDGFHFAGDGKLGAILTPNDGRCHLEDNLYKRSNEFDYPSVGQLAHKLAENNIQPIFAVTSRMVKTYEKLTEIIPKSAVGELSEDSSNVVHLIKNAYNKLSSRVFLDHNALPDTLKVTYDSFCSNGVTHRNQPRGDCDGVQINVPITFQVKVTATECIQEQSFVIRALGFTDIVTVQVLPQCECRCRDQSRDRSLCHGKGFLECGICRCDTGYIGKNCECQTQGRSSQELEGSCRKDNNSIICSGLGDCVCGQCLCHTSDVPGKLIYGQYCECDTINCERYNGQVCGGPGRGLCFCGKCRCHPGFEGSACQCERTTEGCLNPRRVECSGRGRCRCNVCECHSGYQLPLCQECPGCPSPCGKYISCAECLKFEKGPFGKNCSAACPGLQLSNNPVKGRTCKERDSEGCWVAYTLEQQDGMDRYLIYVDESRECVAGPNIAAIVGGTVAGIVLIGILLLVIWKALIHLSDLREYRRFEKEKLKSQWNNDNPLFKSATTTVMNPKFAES
An asterisk follows results filed as active; nt = no result given; [ ] = remark or other dose.

Every second line gives: MT1-MMP txn act, ERa coact inh, Fibroblast inh, HUVEC inhibit, H69AR growth 86K, Smad3 inh, ERb SRC1 inh, ERa SRC1 pot, CD11b adhes enh
> Cc1ccc(C)c2[nH]c(=O)c(CN(CC3CCCO3)S(=O)(=O)c3ccc4c(c3)OCCO4)cc12 (centres undefined)
    1.2, 4.3, 92.1, 77.1, 81.1, 9.7, -0.6, 120.2[fluorescence artefact?], 6.8
> N#CCCCSc1nnc(CSc2nc3ccccc3s2)n1-c1ccccc1
    0.9, 3.9, 92.3, 98.0, 45.2, 8.5, 1.0, 93.5, -0.3
> COCCCNC(=O)C1C2C=CC3(CN(Cc4ccc(C)cc4)C(=O)C13)O2 (centres undefined)
    1.1, 1.2, 96.4, 96.5, 97.6, -2.2, -0.8, 110.2, nt
> N#Cc1ccc(C(c2nnnn2C2CCCC2)N2CCC(Cc3ccccc3)CC2)cc1 (centres undefined)
    1.1, 7.3, 99.2, 97.8, 96.3, -2.6, 7.7, 105.8, 0.5
> Cc1nc2nc(C)c(CCC(=O)N3CCc4ccccc43)c(C)n2n1
    1.2, -8.2, 93.4, 85.2, 98.7, -8.1, 4.4, 124.1, nt
> COc1ccc2[nH]c(=O)c(CN(C(C)=O)c3cccc(C)c3)cc2c1
    1.1, 1.5, 99.9, 86.0, nt, -5.3, -4.2, 107.4, -3.8
> CCOC(=O)N1CCC(Nc2c(NCCN3CCN(Cc4ccccc4)CC3)c(=O)c2=O)CC1
    1.2, -5.9, 103.8, 97.7, 96.0, 1.1, -0.3, 107.5[fluorescence artefact?], -2.5
> CCC(=O)N1c2ccc(S(=O)(=O)CCC(=O)Nc3nccs3)cc2CC1C (centres undefined)
    0.9, 2.7[fluorescence artefact?], 92.9, 98.4, 86.7, 0.7, 4.0[fluorescence artefact?], 93.3, nt
> CCCCn1c(=N)n(CC(=O)c2ccco2)c2ccccc21
    1.1, -2.1, 98.2, 89.6, 83.6, 5.3, -15.6, 97.7, nt
> O=C(c1csc2c1CCCC2)N1CCN(c2cccc(C(F)(F)F)c2)CC1
    1, -0.3, 104.9, 100.7, 83.6, -2.8, -2.5, 88.1, 0.8
> O=C(/C=C/NNC(=O)c1ccccc1)c1ccccc1
    0.9, 3.2, 19.9*, 100.9, 87.4, 18.6, 1.0, 111.4, -6.6
> Cn1nnnc1CCOCCc1nnnn1C
    1, -2.2, 98.6, 98.6, 93.7, -17.2, -13.7, 119.3, -1.3
> O=C(O)CCCC(=O)Nc1c(F)c(F)c(F)c(F)c1F
    1.3, -5.4, 102.3, 105.2, 99.6, -8.8, 0.2, 114.9, 1.9
> COC(=O)c1cccc(NC(=O)CSc2nnc(COc3ccc(C#N)cc3)n2-c2ccccc2)c1
    1.1, 13.0[fluorescence artefact?], 95.0, 103.9, 101.3, 2.5, 1.3, 97.7, nt
> O=C1c2ccccc2C(=O)N1CC#CCN1CCN(C(c2ccccc2)c2ccccc2)CC1
    nt, 8.2[fluorescence artefact?], 100.5, 98.4, 98.0, -2.9, 5.8, 117.7, 6.0
> CCNC1=C(Cl)C(=O)c2ccccc2C1=O
    1.1, -14.1[fluorescence artefact?], 69.0, 100.9, 41.3, 4.1, -23.1, 115.2[fluorescence artefact?], -0.9
> COc1ccc(OCC(=O)N2CCN(c3cccc(C(F)(F)F)c3)CC2)cc1
    1.1, 13.5[fluorescence artefact?], 104.8, 89.1, 90.6, -9.2, 20.5[fluorescence artefact?], 77.4[fluorescence artefact?], 3.1
> CC1(C)CC(=O)C2=C(C1)N(CC1CCCO1)C(=O)C2(O)C(F)(F)F (centres undefined)
    nt, 0.4, 104.7, 97.7, 101.1, 1.2, 11.7, 123.7, -3.5
> NNC(=O)c1nc(-c2ccccc2)n2c1CCCCC2
    1.3, 21.2, 96.4, 95.3, 100.2, 15.5, -8.9, 124.0, -2.4
> NC(=O)CSc1nnc(COc2ccccc2)n1CCc1ccccc1
    1, 2.0[fluorescence artefact?], 106.8, 87.6, 111.6, 4.0, 3.3[fluorescence artefact?], 109.7, -2.7

Arranged by value in ERa coact inh (rising): four of the compounds above.
canonical_smiles	MT1-MMP txn act	ERa coact inh	Smad3 inh	ERb SRC1 inh	ERa SRC1 pot	CD11b adhes enh
Cn1nnnc1CCOCCc1nnnn1C	1	-2.2	-17.2	-13.7	119.3	-1.3
CCCCn1c(=N)n(CC(=O)c2ccco2)c2ccccc21	1.1	-2.1	5.3	-15.6	97.7	nt
COCCCNC(=O)C1C2C=CC3(CN(Cc4ccc(C)cc4)C(=O)C13)O2 (centres undefined)	1.1	1.2	-2.2	-0.8	110.2	nt
COc1ccc2[nH]c(=O)c(CN(C(C)=O)c3cccc(C)c3)cc2c1	1.1	1.5	-5.3	-4.2	107.4	-3.8

The list goes on.
Every second line gives: MT1-MMP txn act, ERa coact inh, Fibroblast inh, HUVEC inhibit, H69AR growth 86K, Smad3 inh, ERb SRC1 inh, ERa SRC1 pot, CD11b adhes enh
> O=S(=O)(Nn1cnnc1)c1ccccc1Cl
    1.1, -2.7, 103.5, 98.2, 92.2, 2.6, -2.3, 110.9, 1.7
> COc1ccc(S(=O)(=O)N2CCC(C(=O)NCc3ccccn3)CC2)cc1C
    1.1, -4.4, 99.5, 103.1, 86.6, -0.1, -3.9, 97.6, -1.4
> O=C(Nc1ccc(N2CCN(C(=O)c3ccco3)CC2)cc1)c1ccc2c(c1)OCO2
    1, -15.2, 94.4, 69.8, 73.2, 6.6, -13.5, 111.3, nt
> Cc1cccc(NC(=O)C2CCCN2S(=O)(=O)c2ccc(F)cc2)c1C (centres undefined)
    1.1, 1.9, 97.7, 100.5, 74.1, -3.6, 2.0, 87.0, 6.4
> CCN(CCCNC(=O)c1cn(CC)c2ccc(S(=O)(=O)N(C)C)cc2c1=O)c1cccc(C)c1
    1.1, -11.3, 83.7, 75.3, 63.5, 9.6, 10.3, 94.6, 1.4
> CC1(C)CC(NC(=O)C23CCC(C)(C(=O)C2)C3(C)C)CC(C)(C)N1 (centres undefined)
    1.1, 7.3, 98.4, 81.9, 100.0, -5.8, -2.0, 98.1, 0.9
> O=C(NCCCN1CCN(c2cccc(Cl)c2)CC1)C1(S(=O)(=O)c2ccc(Cl)cc2)CC1
    1.2, -5.2, 92.5, 75.9, 58.1, 11.2, -8.6, 100.0, -0.2
> Cc1oc2ccc(O)cc2c1C(=O)c1ccc(Cl)cc1
    1.4, 1.4, 77.3, 59.6, 80.3, 7.1, -4.1, 66.6[fluorescence artefact?], -3.3
> CCN(CC)CCNC(=O)c1ccc(N2CCCCC2)c(NS(=O)(=O)c2ccc(C)cc2)c1
    1.1, -1.5, 67.1, 66.1, 76.8, 5.1, 0.3, 97.9, -0.5
> CCOc1ccc(OCC)c(NC(=O)CCS(=O)(=O)c2ccc(Br)s2)c1
    nt, -3.5, 88.7, 83.5, 81.8, 9.3, 6.2, 75.4, -3.4
> COc1ccc(-n2nccc2-c2nn(-c3cccc(OC)c3)c(=O)n(C)c2=O)cc1
    1, 2.3, 85.7, 95.1, 76.8, 7.0, -12.6, 122.2, 0.2
> O=C(CCCSc1nc(-c2ccco2)cc(C(F)(F)F)n1)NCC1CCCO1 (centres undefined)
    1.1, -20.7[fluorescence artefact?], 95.9, 91.5, 71.5, 7.1, 5.1, 98.2[fluorescence artefact?], nt
> CCN1C(=O)/C(=C2\C=Cc3ccccc3N2CC)OC1=S
    0.9, 12.2, nt, 104.8, 61.0, -0.3, -1.8, 106.7, nt
> Cc1cc(C)nc(-n2nc(C)c(Oc3ccccc3O)c2C)n1
    1, -10.7[fluorescence artefact?], 86.8, 103.1, 90.5, -6.7, -4.5[fluorescence artefact?], 111.4, 0.1
> O=C(Cc1ccc(-n2c(=O)[nH]c3ccccc3c2=O)cc1)N1CCN(c2ccccc2)CC1
    1.2, 6.4[fluorescence artefact?], 100.6, 100.6, 109.9, 0.8, 2.3[fluorescence artefact?], 106.6, -0.2
> Cn1c(SCC(=O)N2CCN(c3ccccc3)CC2)nnc1-c1cc2ccccc2o1
    1, -2.7, 98.9, 100.0, 87.8, -5.0, -1.2, 117.0[fluorescence artefact?], -3.0
> O=C(Nc1ccc(N2CCOCC2)cc1)NC1CCCCC1
    1.5, 1.6[fluorescence artefact?], 93.9, 87.2, 98.3, 6.2, -8.0[fluorescence artefact?], 122.3, -3.3
> O=C(O)C1C2C=CC3(CN(CC(O)COc4ccccc4)C(=O)C13)O2 (centres undefined)
    1.1, -4.1, 101.0, 94.3, 101.1, 1.2[fluorescence artefact?], -3.3, 121.8[fluorescence artefact?], 0.5
> COc1cc(-c2nnc(Cn3cc(C(F)(F)F)ccc3=O)o2)cc(OC)c1OC
    1.1, -4.7, 106.5, 93.4, 71.0, 3.5, 1.2, 97.8, -1.6
> CN(C(=O)c1cccnc1)c1nnc(-c2cccnc2)s1
    1.3, -1.4, 96.7, 87.8, 60.5, 11.6, 0.5, 116.8, -2.9

2 of the compounds above, as labelled records:
Molecule: O=C(/C=C/NNC(=O)c1ccccc1)c1ccccc1
  MT1-MMP txn act: 0.9; ERa coact inh: 3.2; Fibroblast inh: 19.9*; HUVEC inhibit: 100.9; H69AR growth 86K: 87.4; Smad3 inh: 18.6; ERb SRC1 inh: 1.0; ERa SRC1 pot: 111.4; CD11b adhes enh: -6.6
Molecule: N#Cc1ccc(C(c2nnnn2C2CCCC2)N2CCC(Cc3ccccc3)CC2)cc1 (centres undefined)
  MT1-MMP txn act: 1.1; ERa coact inh: 7.3; Fibroblast inh: 99.2; HUVEC inhibit: 97.8; H69AR growth 86K: 96.3; Smad3 inh: -2.6; ERb SRC1 inh: 7.7; ERa SRC1 pot: 105.8; CD11b adhes enh: 0.5

Next section.
Every second line gives: MT1-MMP txn act, ERa coact inh, Fibroblast inh, HUVEC inhibit, H69AR growth 86K, Smad3 inh, ERb SRC1 inh, ERa SRC1 pot, CD11b adhes enh
> Cn1c(Cn2c(=O)sc3ccccc32)nnc1SCc1ccccc1
    1.1, 10.8, 94.9, 108.0, 82.5, -2.3, -4.8, 95.0, nt
> Clc1nnc(N/N=C/c2ccccc2)c2ccccc12
    nt, -7.7, 80.1, 83.5, 41.5, 6.5, -2.4, 101.6, -2.8
> CCn1c(CSc2ncccn2)nnc1SCC(=O)N1CCc2ccccc21
    1.4, -6.8[fluorescence artefact?], 97.0, 83.6, 70.4, -8.8, -1.1[fluorescence artefact?], 100.3, 1.4
> O=C1CSC2=NCN(c3ccccc3)CN12
    1.2, -11.8, 97.2, 93.5, 84.5, 8.1, -6.2, 96.0, -3.0
> Clc1ccc(OCc2nn3c(C4CCCCC4)nnc3s2)c(Cl)c1
    1.1, -2.4, nt, 101.4, 86.1, 2.1, -1.8, 98.2, -2.1
> COc1cc(CC(=O)Nc2ncc(C)s2)cc(OC)c1OC
    1.2, -7.5, 98.6, 87.9, 87.9, -6.7, -2.1, 124.0, 7.7

Some of the compounds tested; the hit share may differ from the screen's.
